TCR-CD3 inh: inhibitors of human TCR-CD3 interaction, primary screen, biochemical, fluorescence, TAMRA-labeled TCR probe | T-cell receptor (TCR) | inhibition, % at 9.4 µM | 0.37% of 360,000 active | AID 651800, 2012; in the data active = inhibition above about 19%;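 also: recombinant mutant TCR 2C K166C tagged with TAMRA read by polarization; 0% = receptor in buffer alone and 100% = receptor with positive control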
NPR2 activator: human GC-B receptor activators, primary screen, HEK293 GC-B cells, cGMP TR-FRET, EC30 CNP; Atrial natriuretic peptide receptor 2 (Homo sapiens), P20594; 0.11% of 370,000 active; 0% at EC30 CNP, 100% saturating CNP; activation, % at 10 µM; AID 1920062, 2024;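 active = activation at 10 µM reaching about 35% in either raw or pattern-adjusted values, limit read from the data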
NPR1 activator: GC-A stimulated cGMP production enhancers – HEK293 GC-A cells, cGMP TR-FRET, EC30 ANP, primary screen; activation, % at 10 µM; AID 1671463, 2021; 0% at EC30 ANP, 100% saturating ANP; 0.14% of 370,000 active; Atrial natriuretic peptide receptor 1 (Homo sapiens), P16066; in the data active = activation above about 40%
SIAE inh: human SIAE inhibitors, primary screen, biochemical, fluorescence polarization, FP-Rh probe, 1536-well HTS. Sialate O-acetylesterase (Homo sapiens), Q9HAT2. SIAE FP-Rh probe binding. inhibition, % at 9.66 µM. 0.69% of 370,000 active. AID 1053197, 2014;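 active = inhibition above a cutoff: mean of compounds within the control limits plus 3 SD of those, cut at about 17% in these data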;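 also: 0% = plate median of compound wells and 100% = probe without SIAE protein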
UHRF1 MBD2 ctr: UHRF1 methylated DNA binding inhibitors, primary screen, counter-screen for MBD2 inhibitor project, biochemical, TR-FRET, human UHRF1, single concentration | E3 ubiquitin-protein ligase UHRF1 (Homo sapiens), Q96T88 | UHRF1 binding to methylated oligo | inhibition, % at 4.4 µM | 0.75% of 370,000 active | AID 687016, 2013; in the data active = inhibition above about 21%;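 also: UHRF1 SRA domain binding a hemimethylated CpG hairpin DNA probe; 0% = median of test compound wells and 100% = reference inhibitor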
Target sequence (Q96T88 whole entry, looked up, the tested form may be a part): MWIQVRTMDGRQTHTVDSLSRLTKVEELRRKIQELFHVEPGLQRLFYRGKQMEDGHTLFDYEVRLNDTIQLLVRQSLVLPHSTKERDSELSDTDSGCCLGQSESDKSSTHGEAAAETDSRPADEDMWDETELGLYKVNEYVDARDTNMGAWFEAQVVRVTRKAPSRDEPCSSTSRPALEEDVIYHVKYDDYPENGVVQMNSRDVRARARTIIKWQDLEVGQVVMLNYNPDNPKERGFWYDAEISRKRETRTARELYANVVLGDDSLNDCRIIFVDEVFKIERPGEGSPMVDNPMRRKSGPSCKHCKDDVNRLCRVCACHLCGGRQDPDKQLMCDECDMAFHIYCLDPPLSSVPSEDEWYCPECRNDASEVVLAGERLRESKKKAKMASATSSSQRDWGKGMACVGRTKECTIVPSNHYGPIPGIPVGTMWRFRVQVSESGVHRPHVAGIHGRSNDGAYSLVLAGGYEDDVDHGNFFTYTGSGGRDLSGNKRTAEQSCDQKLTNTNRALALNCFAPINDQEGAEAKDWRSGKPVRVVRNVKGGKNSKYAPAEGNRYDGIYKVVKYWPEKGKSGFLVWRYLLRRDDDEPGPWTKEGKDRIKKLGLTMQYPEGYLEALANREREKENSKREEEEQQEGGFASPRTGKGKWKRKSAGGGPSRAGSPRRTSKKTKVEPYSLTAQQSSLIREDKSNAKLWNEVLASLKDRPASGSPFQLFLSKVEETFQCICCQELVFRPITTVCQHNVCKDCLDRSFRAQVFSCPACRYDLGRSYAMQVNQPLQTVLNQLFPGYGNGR
ABHD4 inh: ABHD4 inhibitors, primary screen, biochemical, fluorescence polarization, mouse. AID 720543, 2013. (Lyso)-N-acylphosphatidylethanolamine lipase (Mus musculus), Q8VD66. 0.54% of 370,000 active. purified mABHD4, FP-Rh probe fluorescence polarization. inhibition, % at 8.92 µM;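 active = inhibition exceeding the mean over every tested compound plus 3 SD, cut at about 30% in these data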;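 also: 0% = plate median of compound wells and 100% = S159A mutant with DMSO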
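Test system: mouse ABHD4 enzyme, wild type. Reagent: FP-Rh fluorescent activity-based probe, added after compound pre-incubation. Timing: pre-incubation 45 min, probe exposure 60 min, at 25 °C. Technique: FP readout, ex 525 nm / em 598 nm. Benchmarks: high control S159A mutant with DMSO, low control median of compound wells.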
HTRA1 inh: HTRA1 serine protease inhibitors, primary screen, biochemical, fluorescence polarization, HTS. Q92743. recombinant HTRA1, FP-rhodamine activity-based probe. inhibition, % at 5.96 µM. 0.5% of 340,000 active; in the data active = inhibition above about 36%;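 also: 0% = enzyme with DMSO and 100% = wells lacking enzyme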
PRMT1 FP inh: PRMT1 methyltransferase inhibitors, primary screen, biochemical, fluorescence polarization. Protein arginine N-methyltransferase 1 (Homo sapiens), Q99873. recombinant PRMT1, activity-based probe fluorescence polarization. inhibition, % at 2.79 µM. 1.3% of 370,000 active. AID 652257, 2013;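 active = inhibition above about 21% made by adding two undisclosed values, limit read from the data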
rCAG RNA binder: binders of r(CAG) RNA repeats, primary screen, biochemical, fluorescence; r(CAG) RNA repeat, TO-PRO-1 dye displacement fluorescence; 1.3% of 370,000 active; AID 651821, 2012; inhibition, % at 3 µM;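 active = inhibition above the plate cutoff, the mean of all test compounds on that plate plus 3 SD, cut at about 35% in these data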;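 also: 0% = DMSO alone and 100% = 100 µM mitoxantrone as full dye displacement; higher means more dye released from RNA so lower well fluorescence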
MBD2 DNA inh: inhibitors of MBD2 binding to methylated DNA, primary screen, biochemical, TR-FRET, DNA-binding domain, human | Methyl-CpG-binding domain protein 2 (Homo sapiens), Q9UBB5 | MBD2 binding to methylated oligonucleotide | inhibition, % at 4.4 µM | 0.31% of 370,000 active; in the data active = inhibition above about 13%
Active calls of the source: *; · = no result given; & = joins results of further samples. An excerpt (hit frequency here may not be typical).

Sample of the layout, 4 compounds:
Sequence of screens: TCR-CD3 inh, NPR2 activator, NPR1 activator, SIAE inh, UHRF1 MBD2 ctr, ABHD4 inh, HTRA1 inh, PRMT1 FP inh, rCAG RNA binder, MBD2 DNA inh
(1) Cc1onc(-c2ccccc2Cl)c1C(=O)N1CCC(Cc2ccccc2)CC1
    -5, -4, -1, 0, 29*, -5, -13, 8, -5, 16*
(2) S=C(NCCc1ccccc1)Nc1ccc(Cl)cc1
    3, 8, 8, 2, 1, -6, -14, 4, 1, 2
(3) COc1ccc(CCNc2oc(COc3ccccc3Cl)nc2C#N)cc1OC
    5, -3, 24, -6, -2, -10, -17, -3, 3, -4
(4) Cc1nsc2c1ccc1ccccc12
    5, 7, -3, 2, -2, 2, 1, 0, -1, 0

This part in full, repeating the preview:
Sequence of screens: TCR-CD3 inh, NPR2 activator, NPR1 activator, SIAE inh, UHRF1 MBD2 ctr, ABHD4 inh, HTRA1 inh, PRMT1 FP inh, rCAG RNA binder, MBD2 DNA inh
(1) Cc1onc(-c2ccccc2Cl)c1C(=O)N1CCC(Cc2ccccc2)CC1
    -5, -4, -1, 0, 29*, -5, -13, 8, -5, 16*
(2) S=C(NCCc1ccccc1)Nc1ccc(Cl)cc1
    3, 8, 8, 2, 1, -6, -14, 4, 1, 2
(3) COc1ccc(CCNc2oc(COc3ccccc3Cl)nc2C#N)cc1OC
    5, -3, 24, -6, -2, -10, -17, -3, 3, -4
(4) Cc1nsc2c1ccc1ccccc12
    5, 7, -3, 2, -2, 2, 1, 0, -1, 0
(5) N#Cc1ccc(NC(=O)c2cc(=O)c3ccccc3o2)cc1
    4, -2, 2, 11, -2, 0, 2, -2, 2, -2
(6) COc1cccc(C(=O)Nc2ccc3[nH]ncc3c2)c1
    2, 3, 3, -4, 2, -5, -9, -2, 10, -2
(7) COc1ccccc1NC(=O)c1c([N+](=O)[O-])cnn1C
    3, 1, -3, 0, 0, -2, 5, -7, 2, -6
(8) COc1ccccc1NC(=O)N(C)C[C@@H]1OCc2cnnn2CCCC(=O)N([C@@H](C)CO)C[C@@H]1C
    0, -1, 2, -1, 0, 1, 5, -3, 0, 1
(9) CCCOc1cccc(-c2cc(C(=O)NNC(=S)NCC)c3ccccc3n2)c1
    -2, 1, -1, -4, -3, -7, -4, -6, 58*, 7
(10) CCCCN1C[C@H](C)[C@@H](CC(=O)NCc2ccccc2)C1=O
    -1, -2, 1, -1, 1, 1, -1, -2, -4, 0
(11) COC(=O)c1ccc(NCN2C(=O)C3C4CCC(C4)C3C2=O)cc1 (centres undefined)
    0, -2, -1, -1, -3, -8, 2, 1, 2, -1
(12) Cc1ccc(CN(C(=O)c2ccco2)C(C(=O)NC2CCCC2)c2ccc(N3CCOCC3)cc2)cc1 (centres undefined)
    -1, -3, -1, 4, 1, 13, -4, 1, 5, 4
(13) N#CC1=C(S)N=C(N)C(c2nc(-c3ccccc3)cs2)C12CCCC2 (centres undefined)
    -4, 20, 15, -20, -2, -19, 0, 33*, 16, -5
(14) CN(C)CCCN(C(=O)c1ccc(S(=O)(=O)N2CCCC2)cc1)c1nc2ccc(Br)cc2s1
    1, -8, -2, 6, -2, 2, -1, -4, -5, -1
(15) COc1ccc(C(=O)NCCc2nnc(SCc3nc4ccccc4c(=O)[nH]3)n2C)cc1
    7, 4, -2, 6, -3, -1, -2, -5, -2, -4
(16) CC(C)(C)NC(=O)Nc1cccc(Cl)c1Cl
    7, -5, -7, 0, 3, -3, 3, -3, 2, 0
(17) Fc1ccccc1C1CCN(Cc2nc(CC3CC3)no2)C1 (centres undefined)
    -1, 3, -3, 2, 2, 5, 4, 4, -7, 0
(18) O=C(Nc1ccc(CN2CCOCC2)cc1)c1ccc(-c2ccc(Br)cc2)o1
    4, 24, 17, -4, -2, -17, -41, 0, -1, -4
(19) O=C(Nc1cccc([N+](=O)[O-])c1)c1ccncc1
    -4, 2, -3, 7, -2, 0, 5, 0, 1, 6
(20) Nc1nc(SCC(=O)N2CCCc3ccccc32)[nH]c(=O)c1-c1ccccc1
    0, -1, 2, 16, -5, 8, 18, 4, 1, -6
(21) CC(C)C(=O)N1CCCC1(C)C(=O)Nc1ccc(-n2cccc2)cc1 (centres undefined)
    0, 11, -1, 1, 1, 4, ·, -1, 1, 0
(22) CCOc1cccc(NCc2cc3c(C(C)(C)C)nn(-c4ccccc4)c3[nH]c2=O)c1
    3, -2, 2, 5, -1, -16, -18, 3, 4, -1
(23) CCN1C(=O)N(CC)C2NC(=S)NC21 (centres undefined)
    0, 5, 3, 5, 1, -5, 5, -1, -3, -5
(24) O=C(COc1cccc(Br)c1)N/N=C/c1ccc2c(c1)OCCO2
    0, -5, -4, 7, 1, -3, -14, 3, 5, 5
(25) CCCCCCC(=O)Nc1ccc(C(=O)N2CCCC2)cc1
    6, -1, -2, 3, -2, 2, -1, -2, -6, -1
(26) COc1ccc(-n2c(-c3ccc(Cl)cc3)c[nH]c2=S)cc1
    -12, -6, -18, 5, 1, -4, 3, 24*, 4, -4
(27) Cc1cc(/C=N/n2cnnc2)c(C)n1-c1ccc(OCc2ccc(F)cc2)cc1
    -2, -2, -3, 0, -6, -8, -34, 1, 0, 0
(28) COc1ccc2nc(C)cc(SCC(=O)O)c2c1
    0&3, -3&2, 1&2, 11&7, 1&0, 0&4, 0&-3, -1&-1, 3&1, -6&-7
(29) CN(Cc1ccc(C(C)(C)C)cc1)C(=O)Cc1ccc(S(=O)(=O)N2CCOCC2)s1
    -1, -5, -1, -7, 0, -4, -20, -4, 2, -2
(30) CCn1c(COc2ccc(Cl)cc2)nnc1SCC(=O)Nc1ccc2c(c1)OCO2
    -1, -4, -1, 5, -3, 3, -5, -1, -2, -1

(31) Cc1cc(C(F)(F)F)nc(SCC(=O)NC2=NC(=O)C(C)S2)n1 (centres undefined)
(32) CCN(CC)CCn1c2ccc(Cl)cc2c2nc(C)sc21
(33) CCOc1cc(C(=O)NC)cc(OCC)c1OCC
(34) COc1ccc(-c2cc(-c3ccccc3)c(C#N)c(SCC(=O)Nc3ncc(C)s3)n2)cc1
(35) CC(C)(C)C(=O)Nc1c2c(nn1-c1cccc(Cl)c1)CS(=O)(=O)C2
(36) c1ccc(-c2nc(NCC3CC3)nc3ccsc23)cc1

Assay by compound	31	32	33	34	35	36
TCR-CD3 inh	5	-9	1	-2	2	5
NPR2 activator	0	-10	1	5	1	-4
NPR1 activator	0	-6	1	0	0	3
SIAE inh	-7	-1	-1	-15	-11	-8
UHRF1 MBD2 ctr	-2	7	5	1	1	1
ABHD4 inh	-3	0	2	-28	4	-1
HTRA1 inh	-4	6	-4	-80	6	·
PRMT1 FP inh	1	4	1	3	3	0
rCAG RNA binder	2	-5	-3	18	5	5
MBD2 DNA inh	0	3	0	-5	2	-3

(37) COCc1nnc(NC(=O)CCc2ccc(OC)cc2)s1
(38) CCc1ccc(C(=O)OCC(=O)NCC(F)(F)F)cc1
(39) CC(=O)OC1CSC2c3ccccc3C(=O)N2Cc2sccc21 (centres undefined)
(40) COc1ccc(C(c2c(C)n(C)n(-c3ccccc3)c2=O)c2c(C)n(C)n(-c3ccccc3)c2=O)cc1
(41) CO/N=C/c1c(-c2ccc(Cl)cc2)nc2cc(C)ccn12
(42) COC(=O)c1ccc2nc(-c3ccc(F)cc3)c(Cc3ccc(OC)cc3C)n2c1

Assay by compound	37	38	39	40	41	42
TCR-CD3 inh	10	-3	-12	-3	0	-7
NPR2 activator	1	6	-11	7	0	16
NPR1 activator	0	0	-13	-2	2	12
SIAE inh	-4	-2	-9	-5	9	-4
UHRF1 MBD2 ctr	-2	3	3	1	0	21
ABHD4 inh	-2	-3	-11	7	-3	-4
HTRA1 inh	13	-1	-6	2	-26	·
PRMT1 FP inh	-5	1	4	0	-3	3
rCAG RNA binder	-3	-1	-9	-10	-2	16
MBD2 DNA inh	-5	4	7	-4	-2	9

(43) CC(=O)c1cnc2cc(-c3ccccc3)nn2c1C
(44) CCCc1nnc(NC(=O)CCS(=O)(=O)Cc2ccccc2)s1
(45) COc1ccc(-c2nn(-c3ccccc3)cc2/C=N/Nc2ccc(S(N)(=O)=O)cc2[N+](=O)[O-])cc1OC
(46) Clc1cc(Cl)cc(CN2CCSCC2)c1
(47) COc1cccc(NC(=O)Cc2nnc(SCC(=O)NC(C)c3ccccc3)n2C)c1 (centres undefined)
(48) COc1ccccc1Oc1ccc(N/C=C2/CCCC2=O)cc1

Assay by compound	43	44	45	46	47	48
TCR-CD3 inh	4	3	5	-8	10	1
NPR2 activator	-1	-4	2	2	-1	-2
NPR1 activator	-2	-1	1	1	-3	-1
SIAE inh	-5	-9	3	-4	-8	11
UHRF1 MBD2 ctr	0	0	1	3	0	1
ABHD4 inh	-1	-6	5	-2	-2	1
HTRA1 inh	2	0	0	0	-4	7
PRMT1 FP inh	-2	1	1	8	-2	-2
rCAG RNA binder	1	0	5	-2	1	1
MBD2 DNA inh	-5	4	-4	2	4	6

Three of the entries above in order of the MBD2 DNA inh value, descending:
No.	structure	TCR-CD3 inh	NPR2 activator	NPR1 activator	SIAE inh	ABHD4 inh	HTRA1 inh	PRMT1 FP inh	MBD2 DNA inh
19	O=C(Nc1cccc([N+](=O)[O-])c1)c1ccncc1	-4	2	-3	7	0	5	0	6
24	O=C(COc1cccc(Br)c1)N/N=C/c1ccc2c(c1)OCCO2	0	-5	-4	7	-3	-14	3	5
11	COC(=O)c1ccc(NCN2C(=O)C3C4CCC(C4)C3C2=O)cc1 (centres undefined)	0	-2	-1	-1	-8	2	1	-1
